# BoNT F protease – inhibitors of Botulinum neurotoxin F light chain protease | Multiplex microsphere protease cleavage assay, flow cytometry | actives 0.22% (n = 360,000) | inhibition, % at 10 µM; in the data active = inhibition above about 35%, passing the limit was not always enough; inconclusive = no clear call, values can overlap the other calls; also: plate controls were buffer without enzyme for full effect and enzyme alone for no effect
# Mtb UGM inh – Mtb UDP-galactopyranose mutase inhibition. P9WIQ1. purified UGM, fluorescence polarization probe displacement. inhibition, % at 10 µM. actives 0.06% (n = 320,000); in the data active = inhibition above about 10%, passing the limit was not always enough; inconclusive = no clear call, values can overlap the other calls
# Target sequence (P9WIQ1 whole entry, looked up): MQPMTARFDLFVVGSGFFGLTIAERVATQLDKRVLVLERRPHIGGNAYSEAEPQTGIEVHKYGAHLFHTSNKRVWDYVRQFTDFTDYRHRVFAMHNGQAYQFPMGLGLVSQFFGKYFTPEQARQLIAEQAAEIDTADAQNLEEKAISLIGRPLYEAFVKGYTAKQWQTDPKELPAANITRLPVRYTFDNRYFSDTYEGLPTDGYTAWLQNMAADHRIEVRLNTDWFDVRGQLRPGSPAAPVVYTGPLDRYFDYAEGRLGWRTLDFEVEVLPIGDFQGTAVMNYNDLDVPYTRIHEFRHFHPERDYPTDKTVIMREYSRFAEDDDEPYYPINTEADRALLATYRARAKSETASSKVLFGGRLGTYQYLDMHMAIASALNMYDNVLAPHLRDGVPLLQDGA
# BoNT A protease – inhibitors of Botulinum neurotoxin A light chain protease; multiplex microsphere protease substrate cleavage, flow cytometry; inhibition, % at 10 µM; actives 0.17% (n = 360,000); AID 588499; in the data active = inhibition above about 30%; inconclusive = no clear call, values can overlap the other calls; also: plate controls were buffer without enzyme for full effect and enzyme alone for no effect
# PrPC surface inh – inhibitors of human cell surface prion protein PrPC; actives 0.43% (n = 370,000); P04156; TR-FRET read-out; inhibition, % at 13.8 µM; in the data active = inhibition above about 24%; also: 0% = median of the test wells and 100% = reference compound wells
# FadD28 binding – blocks FadD28 binding to the bisubstrate probe. fluorescence polarization. inhibition, % at 12.5 µM. actives 0.22% (n = 360,000); in the data active = inhibition above about 8.5%, passing the limit was not always enough; inconclusive = no clear call, values can overlap the other calls
# CCHF vOTU inh – blocks the CCHF virus ovarian tumor domain protease; inhibition, % at 11.5 µM; CCHFV vOTU protease, Pep-AMC fluorescence; actives 0.55% (n = 370,000); also: 0% = vehicle wells with enzyme and 100% = no enzyme wells
# GDH-TPI inh – GDH-TPI coupled enzyme inhibition counter-screen | inhibition, % at 4.8 µM | GDH-TPI coupled enzyme counterscreen, NADH absorbance | actives 1.2% (n = 360,000);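 also: 0% = DMSO wells and 100% = wells lacking the enzyme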
# Mtb FBA inh – Mtb fructose-bisphosphate aldolase inhibition; inhibition, % at 1 µM; P9WQA3; purified M. tuberculosis FBA, fluorescence read-out; actives 2.3% (n = 360,000); in the data active = inhibition above about 27%;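 also: 0% = vehicle and 100% = reference inhibitor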
# Target sequence (P9WQA3 whole entry, looked up): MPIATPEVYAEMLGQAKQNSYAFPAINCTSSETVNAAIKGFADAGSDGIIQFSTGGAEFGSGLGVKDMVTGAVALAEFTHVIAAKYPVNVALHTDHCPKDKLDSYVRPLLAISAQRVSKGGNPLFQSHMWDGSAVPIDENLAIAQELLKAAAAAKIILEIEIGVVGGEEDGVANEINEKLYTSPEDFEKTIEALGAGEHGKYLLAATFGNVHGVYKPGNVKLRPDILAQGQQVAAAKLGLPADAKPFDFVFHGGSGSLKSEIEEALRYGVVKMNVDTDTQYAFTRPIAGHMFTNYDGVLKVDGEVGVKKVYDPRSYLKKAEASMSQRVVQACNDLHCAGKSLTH
# BioA inh – inhibitors of Mycobacterium tuberculosis BioA enzyme. purified M. tuberculosis BioA enzyme, plate reader. inhibition, % at 9.99 µM. actives 0.096% (n = 360,000); in the data active = inhibition above about 40%; inconclusive = no clear call, values can overlap the other calls
# Numbers without * were called inactive; ? = inconclusive; . = no result given; + = active, no number. Rule as the data show it, unless noted: active = inhibition above about 30%; inactive = the rest. Hits appear at their usual frequency. About 4.8% of those tested had a hit in this group.
SMILES,BoNT F protease,Mtb UGM inh,BoNT A protease,PrPC surface inh,FadD28 binding,CCHF vOTU inh,GDH-TPI inh,Mtb FBA inh,BioA inh
CC(=O)O/C(=C1\CC2C3CC=C4CC(OC(C)=O)CCC4(C)C3CCC2(C)C1=O)C(F)(F)F (configuration not stated),1,.,0.1,2,-2.5,4,0,-4,.
Fc1ccc(NC(=S)N2CCOCC2)c(F)c1,6,-3.8,-0.4,-4,-1.3,9,8,-3,-0.4
CN(C)c1ccc(/C=C(\NC(=O)c2ccccc2)C(=O)NCc2cccnc2)cc1,-10,-1.7,-5.8,-6,-2.0,13,14,2,-4.1
O=C(O)CC/C(=N/NC(=O)c1cn(-c2ccccc2)nc1-c1ccccc1)C(=O)O,2,0.8,-0.5,1,-1.4,-7,2,31*,-4.6
Cc1[nH]n(-c2ccccc2)c(=O)c1C=NCC1CCCO1 (configuration not stated),-2,-0.5,0.5,4,-0.6,-4,6,0,-2.6
O=C(CCNC(=O)C1CCN(S(=O)(=O)c2ccccc2)CC1)NCc1cccnc1,-4,.,-0.3,-9,-1.8,-6,18,2,-0.6
CN(CC(=O)Nc1c(Cl)cccc1Cl)C(=O)c1ccccc1SCC(=O)N1CCCC1,-18,-0.4,-3.8,1,-2.3,17,-4,0,2.0
CN(C)c1cccc(C(=O)NNC(=S)NC2CC3CCC2C3)c1 (configuration not stated),-15,1.7,-1.6,3,-2.1,4,2,0,-1.2
CCCn1c(=O)[nH]c(=O)c2c(C(F)(F)F)cc(-c3ccc(C)cc3)nc21,-6,-0.9,0.5,2,-4.7,-6,-10,-5,.
CC1CCN(CCCNC(=O)c2ccc(CSCc3cccc(Cl)c3)o2)CC1,-9,1.2,0.9,-9,-2.7,-11,5,3,1.4
Cc1ccc(-c2csc(NC(=O)c3ccc(-c4ccccc4)cc3)n2)o1,-6,?,-0.1,.,-0.2,.,22,7,0.3
CC(=O)Nc1ccc(C(=O)N/N=C/c2ccncc2)cc1,7,2.0,0.9,-11,-1.0,7,14,4,.
O=C(NCc1ccco1)/C(=C\c1ccc(F)cc1)NC(=O)c1ccco1,-6,-0.1,-1.3,-6,.,7,-4,2,-0.6
Cc1cccc(C(=O)NNC(=O)C(=O)NC(C)(C)C)c1,0,2.2,0.1,10,-4.1,4,0,0,-2.6
CC(NC(=O)/C(C#N)=C/c1ccc([N+](=O)[O-])o1)c1ccccc1 (configuration not stated),8,0.5,0.8,-1,-0.9,6,19,4,-1.9
COc1ccccc1C1C(C(N)=O)=C(C)Nc2nc(-c3ccc(Cl)cc3)nn21 (configuration not stated),-5,-0.1,-0.1,2,-3.8,6,-8,-4,5.5
C=C(C)Cn1c2ccc(NC(=O)NCC)cc2c(=O)n1C,1,.,0.1,-2,-2.3,-253,7,+,2.0
Cc1ccc(NC(=O)CN(C)C(=O)C2COc3ccccc3O2)cc1 (configuration not stated),2,-0.8,-0.1,-1,-1.0,10,-5,-3,.
Cc1cc(C)c2c(C)c(C(=O)Nc3c(C)n(C)n(-c4ccccc4)c3=O)oc2c1,0,0.7,-0.3,-2,-5.9,6,0,-3,.
CC(C)CC(=O)Nc1ccccc1-c1nnn(CC(=O)N2CCOCC2)n1,-4,0.9,-0.6,3,0.4,-22,2,0,0.2
CC(=O)N/N=C/C1=CCC2CC1C2(C)C (configuration not stated),-2,-1.4,-1.0,5,-1.4,2,3,1,0.4
COC(=O)c1ccccc1NC(=O)c1cc2ncc(Br)cn2n1,-27,1.5,-0.4,-11,-4.6,8,8,2,1.7
CC1Cc2ccccc2N1C(=O)CCNS(=O)(=O)c1cccc2nsnc12 (configuration not stated),-9,0.0,0.0,-49,-1.3,2,7,1,4.2
Cc1nn(CC(=O)NCCCc2ccccc2)c(C)c1[N+](=O)[O-],2,0.9,0.5,0,-1.2,11,2,0,.
CCCN(CCC)CCCNC(=O)CN1C(=O)CSc2ccc(S(=O)(=O)N3CCOCC3)cc21,1,-1.1,-1.2,-5,-0.3,0,2,0,.
CC(C)c1ccc(C(C)NC(=S)NC2CCCCC2)cc1 (configuration not stated),-4,0.8,2.5,12,-2.1,8,12,2,2.2
CC(=O)C1C(N2CC2)CC2C3CC=C4CC(O)CCC4(C)C3CCC21C (configuration not stated),4,.,-0.4,6,2.5,7,9,0,-0.1
Cc1ccc(S(=O)(=O)Nc2cc(C)c(O)c(Sc3n[nH]c(C)n3)c2)cc1,8,1.4,-0.7,1,-2.8,6,-7,-1,-0.7
COc1cccc(C2C(C(=O)c3cc4ccccc4o3)=C(O)C(=O)N2c2cc(C)on2)c1 (configuration not stated),7,1.8,0.7,7,0.2,14,20,1,-2.4
Cc1ccc(C(=O)Nc2ccc3ncccc3c2)cc1,-12,1.6,0.8,-1,-1.0,-3,0,9,.
COc1ccc(S(=O)(=O)N(C)[C@H]2C[C@H]3c4cc(-c5ccccc5)ccc4CCN3C(=O)[C@H]2[C@H](C)O)cc1,2,.,0.2,-18,-6.0,-1,-5,0,-0.9
CC1=NN(c2nc(-c3ccc(F)cc3)cs2)C(=O)C1,0,1.4,0.1,.,18*,.,6,-3,-3.3
O=S(=O)(NC12CC3CC(CC(C3)C1)C2)c1ccc(F)cc1,2,0.1,?,6,-1.4,-1,12,-1,.
Cc1ccc(Nc2c(O)nc[nH]c2=O)cc1,-5,.,0.1,1,-2.9,5,-1,-1,-0.6
O=C(Nc1cccc(Cl)c1Cl)c1ccco1,-6,.,-0.4,1,-1.9,1,6,-1,0.0
CCCCc1nc2ccccc2c(=O)n1-c1ccc(Cl)cc1[N+](=O)[O-],-1,0.5,?,-13,-3.9,2,15,1,-1.8
O=C(CCCCCn1c(=S)[nH]c2ccc(N3CCOCC3)cc2c1=O)NCCc1ccccc1,-1,-1.9,0.0,3,-1.5,6,8,9,.
CC1CCCCN1C(=O)CSc1nnc(-c2ccco2)n1CC1CCCO1 (configuration not stated),-5,1.3,-0.5,0,1.9,5,0,0,1.0
CCS(=O)(=O)N1CCN(c2cccc(C)c2C)CC1,2,-1.4,-0.5,-6,0.5,1,-3,1,2.0
CC1CCN(S(=O)(=O)c2ccc(S(=O)(=O)NCc3ccco3)cc2)CC1,-7,-2.7,1.8,15,-1.2,3,6,-1,8.0
CCOC(=O)c1c(NC(C)=O)sc2c1CCN(Cc1ccccc1)C2,4,-2.9,0.5,-8,0.3,-2,4,5,1.2
COC(=O)c1c(NC(C)=O)csc1C,.,-1.4,.,12,0.0,-12,2,-1,0.8
CC1CN(CCS(=O)(=O)c2cc(Cl)ccc2Cl)CC(C)O1 (configuration not stated),8,1.6,-0.4,-4,-3.5,-18,6,-5,2.5
COc1ccccc1NC(=O)COC(=O)c1ccccc1OCC(=O)Nc1ccc(SC(F)F)cc1,-15,-0.7,-1.9,5,-1.2,-5,-3,5,0.0
CN(C)S(=O)(=O)N1CCN(CC(=O)Nc2cc(Cl)ccc2Cl)CC1,-9,0.3,-1.5,-1,0.9,-11,8,8,-10
Cc1ccc(CSc2nnc([C@@H]3CCCN3)o2)cc1,-13,-1.6,-1.0,-3,-3.3,-6,-1,-1,.
Clc1ccc(CSc2ncn(-c3ccccc3)n2)cc1,-8,1.7,-6.4,4,-6.0,-3,-9,0,-0.6
CCOC(=O)C1CCCN(C(=O)c2cc(S(=O)(=O)N3CCCCC3)c[nH]2)C1 (configuration not stated),-6,0.1,-1.1,2,-2.6,6,-9,-1,2.7
N#CC1=C(SCC(=O)Nc2nccs2)NC(=O)CC1c1ccccc1 (configuration not stated),-4,1.2,-0.4,6,-0.4,-9,7,6,-0.2
COc1ccc(/C=N/NC(=O)CCc2c(C)n[nH]c2C)cc1O,-1,1.2,3.0,-6,3.1,5,12,-1,-0.5
c1ccc(CSc2nnc([C@@H]3CCCN3)o2)cc1,-10,-0.7,-0.1,4,-1.0,3,1,-1,-2.6
CCN(CC)c1ccc2c(cc1=O)[C@@H](NC)CCc1cc(OC)c(OC)c(OC)c1-2,-14,2.8,0.6,-6,0.1,12,11,2,-1.1
Cn1c2ccccc2c(=O)c2c(=O)n(C3CCCCC3)c(-c3cccs3)nc21,6,3.5,2.2,8,-2.6,-9,19,1,0.3
CCCOc1ccc(CCc2n[nH]c(=S)n2-c2ccccc2)cc1,-2,0.2,-1.1,0,-0.6,2,23,0,.
COCCn1c(N)c(N(Cc2ccccc2)C(=O)C2CCCCC2)c(=O)[nH]c1=O,3,3.9,1.0,0,-3.0,-7,4,2,.
Nc1nc(=O)n(C2CCC(CO)O2)cc1F (configuration not stated),0,.,-1.1,-6,.,-8,.,.,.
Cc1ccnc(NS(=O)(=O)c2ccc(NC(=O)c3ccc(S(=O)(=O)N4CC(C)OC(C)C4)cc3)cc2)n1 (configuration not stated),-5,-0.6,-0.7,0,-5.1,13,0,1,.
CCCCN(C)C(=O)c1sc(=O)n(Cc2ccc(Cl)c(Cl)c2)c1C,-14,.,-0.6,6,-3.1,10,1,2,2.1
CC1(C)CC(=O)N(c2cc(Cl)cc(Cl)c2)C(=O)C1,33,0.8,-0.6,6,-1.7,-6,4,4,-0.8
CC(=O)c1ccc(OCC(=O)NC(=O)NC2CCCCC2)cc1,3,-0.7,2.1,8,-0.8,-4,15,0,2.4

# Gathered by group: those above with a thiophene ring, fused or not
SMILES,BoNT F protease,Mtb UGM inh,BoNT A protease,PrPC surface inh,FadD28 binding,CCHF vOTU inh,GDH-TPI inh,Mtb FBA inh,BioA inh
CCOC(=O)c1c(NC(C)=O)sc2c1CCN(Cc1ccccc1)C2,4,-2.9,0.5,-8,0.3,-2,4,5,1.2
COC(=O)c1c(NC(C)=O)csc1C,.,-1.4,.,12,0.0,-12,2,-1,0.8
Cn1c2ccccc2c(=O)c2c(=O)n(C3CCCCC3)c(-c3cccs3)nc21,6,3.5,2.2,8,-2.6,-9,19,1,0.3

# Single values from the entries so far:
# Entry of CCCOc1ccc(CCc2n[nH]c(=S)n2-c2ccccc2)cc1 under BoNT F protease: -2
# Entry of Nc1nc(=O)n(C2CCC(CO)O2)cc1F (configuration not stated) under BoNT F protease: 0
# Entry of c1ccc(CSc2nnc([C@@H]3CCCN3)o2)cc1 under GDH-TPI inh: 1

# Remaining list, next part.
SMILES,BoNT F protease,Mtb UGM inh,BoNT A protease,PrPC surface inh,FadD28 binding,CCHF vOTU inh,GDH-TPI inh,Mtb FBA inh,BioA inh
CC[C@H](NC(=O)c1c(C)c(-c2ccccc2)nc2ccccc12)c1ccccc1,-8,-1.3,0.4,1,-0.4,8,8,-2,-0.1
COc1ccc(N/C=C/C(=O)c2ccc(C)cc2)c([N+](=O)[O-])c1,2,-0.7,-0.2,3,-3.9,2,11,-6,0.2
CCCNC(=O)CCn1cc(-c2ccc(OC)cc2)nc1-c1ccncc1,6,-0.4,-0.3,4,0.0,11,12,4,-3.3
CC1(c2ccc(OC(F)F)cc2)NC(=O)N(CC(=O)NCCC2=CCCCC2)C1=O (configuration not stated),.,-2.1,.,2,-3.1,9,-1,-1,-1.0
CCOC(=O)CSC1=C(C#N)C(c2ccco2)C(C(=O)Nc2cccc(C(F)(F)F)c2)=C(C)N1 (configuration not stated),-8,-1.3,-5.7,5,-0.6,8,10,1,.
c1ccc(-c2noc(CCC3CCCC3)n2)cc1,-5,-2.1,0.0,1,-0.6,6,7,-3,-2.8
CCOc1ccc(C(CCc2ccccc2)NC(=O)c2ccccc2F)cc1OCC (configuration not stated),-7,0.5,0.3,0,-1.0,4,-2,0,1.1
C=CCn1c(O)c(C=NCCN2CCOCC2)c(=O)[nH]c1=S,?,1.2,-0.8,2,-0.3,0,48*,-3,3.2
CC(=O)Nc1ccc(NC(=O)c2cc(C3CC3)nc3c2cnn3C(C)C)cc1,-1,.,2.5,-4,-2.3,4,21,4,-2.6
Cc1cc(NC(=O)c2ccc(F)c(S(=O)(=O)N3CCCCC3)c2)no1,-6,.,0.9,6,-3.4,4,4,-5,0.0
COc1ccc(CNC(=S)Nc2cccc(C)c2C)cc1,12,-2.3,0.6,-2,0.6,4,5,0,0.5
Cc1nnsc1C(=O)N1CCCC1(C)C(=O)O (configuration not stated),1,.,-0.9,-1,-1.3,1,-4,-2,-0.1
Cn1c(=O)c2c(nc(N3CCCCCC3)n2CCSc2nc3ccccc3o2)n(C)c1=O,1,2.4,0.4,3,-2.4,-3,-6,2,-2.7
